# Source: PubChem BioAssay
# MEKK2 mut-MEK5 – signal of MEK5 binding to mutant human MEKK2 PB1 domain | bead flow cytometry, Alexa488-MEK5 binding to MEKK2 mutant | 290,000 compounds, 0.35% hits | AID 1530 | percent response, % at 10 µM; in the data active means percent response above about 24%, passing the limit was not always enough; further: inactives centre near 1; some results filed as inactive read as strong as hits
# UBC9 SUMO inh – SUMOylation inhibition; 290,000 compounds, 0.36% hits; inhibition, % at 35 µM; HTRF SUMOylation assay, SAE1/SAE2 + UBC9, in vitro; P63279; AID 2006; in the data active means inhibition above about 50%, passing the limit was not always enough; further: strong numbers were not always called active
# Target sequence (P63279 whole entry, looked up): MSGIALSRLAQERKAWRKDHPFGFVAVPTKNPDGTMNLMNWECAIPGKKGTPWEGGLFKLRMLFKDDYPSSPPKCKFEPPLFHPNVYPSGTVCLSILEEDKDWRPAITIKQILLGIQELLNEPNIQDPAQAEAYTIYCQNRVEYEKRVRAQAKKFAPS
# IMP-1 inhibitor – blocks Pseudomonas aeruginosa IMP-1 metallo-beta-lactamase. purified IMP-1, nitrocefin hydrolysis, epi-absorbance fluorescence. AID 1556. inhibition, % at 5.6 µM. 290,000 compounds, 0.45% hits;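 active means inhibition above the mean plus 3 SD of all compounds in the same screening run, cut at about 4.5% in these data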;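 further: 0% = IMP-1 with DMSO and 100% = DMSO wells lacking enzyme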
#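 assay system = purified recombinant IMP-1 metallo-beta-lactamase enzyme | schedule = 15 min preincubation plus 25 min reaction at 25 °C | signal = Epi-absorbance fluorescence, 480 nm excitation, 530 nm emission | read-out basis = percent inhibition from optical density relative to buffer-blank wells | controls = IMP-1 with DMSO as 0%, enzyme-free DMSO as 100%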
# DNA FID counter – displaces DNA intercalator in HCV helicase counter-screen; 290,000 compounds, 0.17% hits; DNA fluorescent intercalator displacement, fluorescence; AID 1845; inhibition, % at 7.9 µM; in the data active means inhibition above about 37%;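 further: 0% = vehicle and 100% = reference compound; higher means more ethidium bromide displaced from hairpin DNA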
# VIM-2 inhibitor – blocks Pseudomonas aeruginosa VIM-2 metallo-beta-lactamase; inhibition, % at 5.6 µM; 290,000 compounds, 0.89% hits; purified VIM-2, nitrocefin hydrolysis, epi-absorbance fluorescence; AID 1527;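 active means inhibition above the mean of all tested compounds plus 3 SD, cutoff set per screening run, cut at about 7.5% in these data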;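 further: red hydrolysis product quenches plate fluorescence so inhibitors raise well fluorescence; 0% = enzyme with DMSO and 100% = DMSO without enzyme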
# MEKK2wt PB1 HTS – raises or lowers MEK5 binding to wildtype human MEKK2 PB1 domain. Q9Y2U5. binding response (% of control), % at 10 µM. 290,000 compounds, 1.1% hits. bead flow cytometry, Alexa488-MEK5 binding to MEKK2 WT; actives lie on both sides. AID 1531; in the data active means binding response below about 67% or above about 130%
# NALP1 yeast inh – NALP1 inhibition | AID 2071 | inhibition, % at 10 µM | S. cerevisiae NALP1/ASC/caspase-1 growth, X-gal OD620, 72 h | 280,000 compounds, 0.61% hits; in the data active means inhibition mostly above about 24%, no sharp cut-off; inactive means mostly below about 32%; further: some compounds called inactive have numbers as strong as hits
# M18AAP inhibitor – blocks P. falciparum M18 aspartyl aminopeptidase. recombinant PfM18AAP, H-Glu-NHMec fluorogenic cleavage. inhibition, % at 7.35 µM. 290,000 compounds, 1.2% hits;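 active means inhibition above the campaign mean inhibition over all tested compounds plus 3 SD, cut at about 28% in these data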;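 further: 0% = plate median of test compound wells and 100% = 2 mM ZnCl2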
# HCV NS3 hel inh – HCV NS3 helicase inhibition; NS3 helicase DNA unwinding, Cy5 molecular beacon fluorescence; inhibition, % at 10.9 µM; 290,000 compounds, 0.56% hits; AID 1800;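 active means inhibition above the mean of all tested compounds plus 3 SD, set per campaign, cut at about 35% in these data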;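 further: 0% = DMSO wells and 100% = thioflavine S control wells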
#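 Material: hepatitis C virus NS3 helicase domain fragment enzyme; measured by: Cy5 fluorescence, 0 and 60 min reads; control set: DMSO and thioflavine S; incubation: 60 min unwinding reaction at 25 °C after ATP addition; read-out basis: % inhibition from 60/0 min fluorescence ratio, DMSO 0%, thioflavine S 100%; repeats: singlicate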
# Active calls of the source: *; x = not tested or not shown; & = joins results of further samples. Hits appear at their usual frequency, and some 4.7% of all compounds hit somewhere here.
SMILES,MEKK2 mut-MEK5,UBC9 SUMO inh,IMP-1 inhibitor,DNA FID counter,VIM-2 inhibitor,MEKK2wt PB1 HTS,NALP1 yeast inh,M18AAP inhibitor,HCV NS3 hel inh
O=C1c2ccccc2C2NC(=O)C3(CCCCC3)N12 (centres undefined),0.0,3.8,-1.3,3.6,-0.9,99.0,-1.8,-3.6,-6.7
CSc1ccc(/C=N/N2CCN(Cc3ccccc3Cl)CC2)cc1,-5.0,-14.2,-5.7,-4.0,-1.4,99.0,-5.1,-2.4,-8.4
NC(=O)CSc1nnc2n(-c3ccccc3)c(=O)c3c4c(sc3n12)CCCCC4,3.0,-4.9,-2.4,-5.0,-1.2,100.0,x,-2.3,-9.7
O=C1CC(N2CCN(Cc3ccc4c(c3)OCO4)CC2)C(=O)N1CCc1ccccc1 (centres undefined),0.0,7.3,-1.6,-0.2,-3.1,94.0,8.8,-9.6,7.5
COc1ccc(C2C(C(=O)Nc3cccc(OC)c3)c3ccccc3C(=O)N2C)cc1 (centres undefined),-1.0,2.0,-2.7,-8.1,-0.4,99.0,3.6,0.6,-5.5
COc1ccc(-c2nn(CCC(=O)O)cc2/C=C2\SC(N)=NC2=O)cc1,-1.0,-6.7,-2.5,-8.3,-3.2,102.0,15.9,-7.4,-0.4
O=C(Nc1ccc(C(=O)O)cc1)/C(=C\C=C\c1ccccc1)NC(=O)c1ccc(Br)cc1,-15.0,27.8,-1.3,-11.1,-3.8,80.0,-17.5,-4.0,15.0
O=C(O)/C(=C\c1cccs1)c1ccccc1,-11.0,-5.0,-1.9,-1.4,0.1,94.0,-12.0,-0.1,2.8
Cc1ccc(C(=O)Nc2ccc(NC(=O)c3ccco3)c(C)c2)cc1,-7.0,-2.1,-0.6,-20.4,1.4,92.0,19.0,0.9,4.8
CS(=O)(=O)N1CCC(C(=O)NNC(=O)Nc2ccc(F)c(Cl)c2)CC1,1.0,5.9,-3.7,-5.2,-4.0,99.0,9.4,1.2,0.9
O=C(CCC1CCCC1)Nc1ccon1,-3.0,17.3,-4.4,0.5,-1.7,106.0,19.7,5.0,0.3
O=C(CCc1ccccc1)NN1C(=O)C2C3C=CC(C3)C2C1=O (centres undefined),-12.0,17.2,-0.9,1.6,0.9,67.0,0.1,-5.1,2.4
COC(=O)C1=C(C)N(Cc2ccco2)C(=O)/C1=C\c1ccc([N+](=O)[O-])cc1,5.0,24.2,-0.4,-12.8,-0.4,83.0,-12.6,-0.4,19.3
CCCCN(C)C(=O)c1nc2ccccn2c1CNCCCn1nnc2ccccc21,6.0,7.5,-0.9,-0.3,-0.9,109.0,1.0,-8.4,-4.2
CCN(C(=O)C(C)N1C(=O)/C(=C/c2cccs2)SC1=S)C1CCS(=O)(=O)C1 (centres undefined),0.0,6.4,-0.7,-40.6,-3.3,95.0,4.4,0.1,3.9
CCc1noc(C)c1C(=O)N(CCOC)c1c(N)n(CC(C)C)c(=O)[nH]c1=O,11.0,22.7,-3.4,-3.2,-2.5,118.0,14.0,-0.1,2.0
CCOC(=O)C1=NN(c2ccccc2)C2C(=O)N(c3ccccc3OC)C(=O)C12 (centres undefined),0.0,22.1,-2.9,-19.4,-2.0,94.0,11.2,5.5,-4.2
CC(=O)NCCCCCCNC(C)=O,3.0&5.0,-21.3&12.4,-3.8&-0.8,-0.1&0.1,-1.7&-1.3,100.0&104.0,8.9&-3.2,-1.6&3.3,0.8&4.1
COC(=O)c1cccc(-n2nnnc2SCC(=O)Nc2cc(C)on2)c1,3.0,8.3,-0.3,-10.5,2.1,102.0,12.6,-4.5,1.6
CC1(C)CC(=O)C(Sc2nnc(-c3ccc(NS(C)(=O)=O)cc3)n2Cc2ccco2)C(=O)C1,3.0,-2.9,-2.0,-1.0,0.0,102.0,-4.6,-1.1,-5.3
Nc1nc(F)nc2c1ncn2[C@@H]1O[C@H](CO)[C@@H](O)[C@@H]1O,4.0,13.1,-3.7,-0.7,-1.6,101.0,35.3,1.8,1.1
CCOC(=O)C1=C(N)n2c(s/c(=C/c3ccco3)c2=O)=C(C(=O)OC)C1c1ccco1 (centres undefined),3.0,55.8,1.6,-20.2,-2.0,99.0,13.1,21.8,41.0*
CNC(=O)NC(=O)C(c1ccccc1)N(C)CC1COc2ccccc2O1 (centres undefined),6.0,0.8,0.9,-30.2,-2.9,108.0,12.3,1.4,-5.7
CC(=Nc1ccc(C)cc1)c1sc2ccccc2c1O,-6.0,-6.1,-0.5,3.4,-1.5,90.0,25.6,6.1,-4.5
Cc1cc(NC(=O)CN2CCC(C)CC2)no1,-3.0,20.1,-1.3,8.0,0.7,90.0,4.3,-12.0,0.1
Cc1cc(C)nc(NC(=NCc2ccc3c(c2)OCO3)NC(=O)Nc2ccccc2)n1,-6.0,-9.5,-1.7,0.7,-1.5,96.0,x,-13.4,-2.6
Cc1ccc(N(CC(=O)NC2CCCCC2)C(=O)c2ccc(C)s2)cc1,3.0,-9.1,-0.8,-12.3,0.1,106.0,22.0,3.9,8.1
Oc1ccc(Nc2ccnc3cc(Cl)ccc23)cc1,-5.0,11.0,-1.2,10.7,-1.8,113.0,18.4,-12.1,-6.6
COc1ccc(/C=N/NC(=O)c2ccc3c(c2)OCO3)cc1,4.0,14.9,-1.1,-5.3,-1.1,100.0,14.2,-2.0,-11.5
CN(C)/C=C/C(=O)c1ccc([N+](=O)[O-])c(CS(=O)(=O)c2ccccc2)c1,1.0,24.1,-0.5,-11.2,-1.6,102.0,11.8,-12.2,9.2
O=C(CSc1ccccc1)N1CCN(S(=O)(=O)c2ccccc2)CC1,-3.0,7.5,0.5,-28.6,0.0,100.0,2.7,0.7,1.2
COc1cccc(OC)c1C(=O)N1CC(C)OC(C)C1 (centres undefined),8.0,22.1,-2.2,-3.9,-1.2,111.0,6.4,6.0,-2.7
O=C1/C(=C/c2ccccc2)Nc2ccccc21,x,-14.4,2.4,-4.5,0.3,x,-2.8,15.7,21.5
COc1ccc(N=C2NC(=O)/C(=C/C=C/c3ccccc3)S2)cc1,3.0,28.1,-1.1,-3.0,-0.6,99.0,x,-1.8,-13.0
COc1cccc2c1OC1(C)CC2NC(=O)N1c1cccc(C(=O)N2CCN(c3ccccn3)CC2)c1 (centres undefined),2.0,-0.1,-3.5,-32.0,-2.4,103.0,16.8,4.0,1.1
Cc1ccccc1C(=O)NNC(=O)c1ccc(Br)cc1,-11.0,2.7,-2.1,-8.4,-5.3,93.0,5.6,-0.6,2.9
O=C1c2cccnc2Oc2ccc(Cl)cc2N1Cc1ccc(F)cc1,6.0,3.9,-4.6,-18.0,-0.5,100.0,31.0,-3.6,-2.9
O=S1(=O)C=CC(N2CCOCC2)C1 (centres undefined),7.0,10.9,-1.0,3.7,0.4,99.0,26.2,-13.0,-5.2
CN(C)S(=O)(=O)c1ccc(C(=O)NCCSc2ccc(Br)cc2)cc1,4.0,-9.6,-2.7,-15.0,-2.5,113.0,33.8,3.2,12.1
Cc1cc(C)c(C(=O)/C=C/c2ccc(C(C)C)cc2)c(=O)[nH]1,4.0,-17.3,-2.3,-29.6,-3.9,99.0,10.2,6.0,-5.1
Cc1nc2ccc(S(=O)(=O)N(C)CC(=O)NC(C)c3ccccc3)cc2s1 (centres undefined),4.0,x,-0.5,-55.5,-1.9,108.0,-2.9,7.9,20.3
CC(=O)Nc1ccc2nc(-c3cccn3C)[nH]c2c1,9.0,8.0,-3.5,0.8,-1.7,108.0,-75.5,-1.8,-7.6
CCCOc1ccc2oc(=O)c3c(c2c1)CCCN3C(=O)CN1CCN(c2ncccn2)CC1,-6.0,7.7,-2.6,-2.9,0.8,104.0,10.5,-8.7,-7.9
CCOC(=O)C1=C(C)NC(=O)NC1c1ccccc1OCc1c(F)cccc1Cl (centres undefined),-1.0,13.8,-3.7,-26.8,0.2,101.0,3.6,-6.5,-4.7
COc1ccc(CNC(=O)c2onc(C)c2Cl)cc1,7.0,-39.8,-2.2,11.1,-0.4,99.0,9.9,-2.3,5.3
Cc1ccc(SCc2nc(-c3cccnc3)no2)cc1,8.0,20.5,-2.3,-14.5,-0.7,96.0,8.7,-10.1,-2.4
Cc1ccc(-c2onc3ccc(Br)cc23)cc1,5.0,1.7,-3.3,-7.2,-1.7,102.0,14.1,26.8,2.3
Cc1ccc(C(=O)COC(=O)c2ccc3c(c2)C(=O)N(c2cccc4ncccc24)C3=O)cc1,-3.0,12.8,-3.3,-16.3,-3.7,87.0,34.9,2.0,10.8
CC(=O)c1ccc2c3c(cccc13)C(=O)N(CCc1ccccc1)C2=O,-6.0,16.7,-0.7,-6.5,-4.3,95.0,22.2,-0.6,10.4
CNC(=S)N(CCO)Cc1cc2cc3c(cc2[nH]c1=O)OCCO3,4.0,16.4,-4.0,8.9,-3.8,98.0,11.8,21.6,22.9
CCn1c(SCC(=O)NC(=O)Nc2ccc3c(c2)OCCO3)nnc1-c1cccs1,-9.0,1.6,-2.3,-18.1,-0.9,80.0,9.0,-1.9,2.3
CCCCc1nc2cc(C(=O)NCc3nccn3CC)ccc2o1,1.0,-3.8,-2.0,5.4,-3.3,105.0,-14.5,4.8,-1.3
O=C(CSc1nnc2ncccn12)Nc1cccc2ccccc12,1.0,6.9,-2.1,-3.4,-0.4,107.0,4.0,-0.3,26.8
O=C(NCc1ccc(Cl)c(Cl)c1)c1ccc2c(c1)OCO2,3.0,-17.1,-3.4,-7.5,-0.7,103.0,0.4,4.3,-1.5
S=C1NCCc2ccccc2C1c1ccccc1Cl (centres undefined),4.0,-51.1,-1.0,-1.6,-0.1,105.0,4.6,-3.2,-1.5
Cc1ccc(-n2c(SCC(=O)N3Cc4ccccc4CC3C(=O)O)nnc2-c2cccnc2)c(C)c1 (centres undefined),22.0,-9.8,-3.0,-42.5,-3.2,109.0,27.7,2.7,11.2

# A few values from the entries so far:
# Reading for `Cc1ccc(-c2onc3ccc(Br)cc23)cc1` under UBC9 SUMO inh: 1.7
# Reading for `Cc1nc2ccc(S(=O)(=O)N(C)CC(=O)NC(C)c3ccccc3)cc2s1` (centres undefined) under HCV NS3 hel inh: 20.3

# Fetched by compound from above (3):
SMILES,MEKK2 mut-MEK5,UBC9 SUMO inh,IMP-1 inhibitor,DNA FID counter,VIM-2 inhibitor,MEKK2wt PB1 HTS,NALP1 yeast inh,M18AAP inhibitor,HCV NS3 hel inh
Cc1ccc(-c2onc3ccc(Br)cc23)cc1,5.0,1.7,-3.3,-7.2,-1.7,102.0,14.1,26.8,2.3
Cc1ccc(C(=O)COC(=O)c2ccc3c(c2)C(=O)N(c2cccc4ncccc24)C3=O)cc1,-3.0,12.8,-3.3,-16.3,-3.7,87.0,34.9,2.0,10.8
CC(=O)c1ccc2c3c(cccc13)C(=O)N(CCc1ccccc1)C2=O,-6.0,16.7,-0.7,-6.5,-4.3,95.0,22.2,-0.6,10.4
